mIAP activ = mouse IAP activation. activation factor at 10 µM. 330,000 compounds, 0.24% hits. AID 2805. muIAP, CDP-Star luminescence, 30 min; active compounds read high; 1 = vehicle-only enzyme signal, 0 = enzyme-free wells;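 active = activation factor of at least 2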; also: the source names both 10 and 20 µM as test concentration; values of inactives mirror those of a sister screen read the other way
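Assay system: mouse IAP enzyme; Reagent: CDP-Star chemiluminescent phosphatase substrate; Compound: DMSO-dissolved test compounds; Incubation: 30 min, room temperature; Technique: luminescence from enzymatic CDP-Star hydrolysis; Controls: DMSO-only wells and no-enzyme negative control.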
hIAP block = human IAP inhibition | P09923 | purified IAP, CDP-Star luminescence, 30 min | inhibition, % at 10 µM | 330,000 compounds, 0.12% hits | AID 2544;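 active = inhibition reaching a set limit with compound at 10 µM in the primary screen, cut at about 35% in these data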;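 also: plate controls were DMSO wells with enzyme for no effect and no-enzyme buffer wells for full effect; values of inactives mirror those of a sister screen read the other way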
Target sequence (P09923 whole entry, looked up): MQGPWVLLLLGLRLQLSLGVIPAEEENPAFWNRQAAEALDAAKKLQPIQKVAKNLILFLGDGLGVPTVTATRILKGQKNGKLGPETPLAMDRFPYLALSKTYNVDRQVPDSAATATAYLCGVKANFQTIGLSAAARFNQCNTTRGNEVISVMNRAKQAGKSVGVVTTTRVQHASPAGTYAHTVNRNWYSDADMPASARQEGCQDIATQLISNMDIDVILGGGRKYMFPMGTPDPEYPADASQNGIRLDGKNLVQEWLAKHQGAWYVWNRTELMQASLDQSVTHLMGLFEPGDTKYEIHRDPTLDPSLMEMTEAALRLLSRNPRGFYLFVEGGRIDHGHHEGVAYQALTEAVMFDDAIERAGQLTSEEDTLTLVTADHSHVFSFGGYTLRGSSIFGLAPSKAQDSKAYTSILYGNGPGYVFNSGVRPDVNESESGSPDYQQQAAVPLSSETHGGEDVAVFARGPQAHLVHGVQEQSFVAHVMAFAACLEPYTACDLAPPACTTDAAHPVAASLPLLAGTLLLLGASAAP
MPTP block = permeability transition pore inhibition. isolated mouse mitochondria, Ca2+ swelling absorbance, 30 min. inhibition, % at 10 µM. 360,000 compounds, 1.4% hits. AID 602449;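 active = inhibition of 50% or more, scaled per plate between neutral and stimulator controls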;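 also: 0% = DMSO wells given calcium and 100% = 1 mM EGTA wells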
mIAP block = blocks mouse intestinal alkaline phosphatase. purified mouse IAP, CDP-Star luminescence, 30 min. AID 2806. inhibition, % at 10 µM. 330,000 compounds, 0.2% hits;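 active = inhibition of at least 40% at 10 µM in the primary screen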;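 also: plate controls were DMSO with enzyme for no effect and no enzyme wells for full effect; values of inactives mirror those of a sister screen read the other way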
A3G deaminase = inhibitors of human APOBEC3G DNA deaminase; Q9HC16; recombinant A3G, ssDNA deamination FAM/TAMRA fluorescence; inhibition, % at 20 µM; 330,000 compounds, 0.28% hits;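 active = inhibition of at least 40% at 20 µM, with no more than 30% in the related APOBEC3A deaminase screen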;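 also: plate controls were DMSO wells with A3G for no effect and wells lacking A3G enzyme for full effect; some compounds called inactive have numbers as strong as hits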
Target sequence (Q9HC16 whole entry, looked up): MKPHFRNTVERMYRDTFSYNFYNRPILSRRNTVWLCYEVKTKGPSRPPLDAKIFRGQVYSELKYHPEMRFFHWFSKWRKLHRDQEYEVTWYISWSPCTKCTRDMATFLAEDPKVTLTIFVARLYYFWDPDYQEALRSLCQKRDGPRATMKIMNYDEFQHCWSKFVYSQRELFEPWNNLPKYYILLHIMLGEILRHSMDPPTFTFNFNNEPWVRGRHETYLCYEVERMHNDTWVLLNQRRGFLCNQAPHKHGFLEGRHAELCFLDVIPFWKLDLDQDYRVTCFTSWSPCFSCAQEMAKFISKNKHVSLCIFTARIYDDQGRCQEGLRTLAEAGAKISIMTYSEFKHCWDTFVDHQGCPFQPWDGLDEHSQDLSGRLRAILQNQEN
beta cell repl = inducers of beta-cell replication in MIN6 cells. proliferation, % at 10 µM. MIN6 cells proliferation, ATPlite luminescence, 48 h; cells starved in 0.2% serum; 100% = growth in 10% serum. 330,000 compounds, 0.29% hits. AID 2380;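 active = compounds whose signal lies at least 3.5 SD above the mean of all wells on their plate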;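 also: 0% = DMSO-treated cells in low-serum medium and 100% = 10% serum control; some compounds called inactive have numbers as strong as hits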
GRIN3A LBD mod = NR3A (human) ligand-binding domain modulation; NR3A LBD differential scanning fluorimetry, Tm shift; 0% = protein alone, 100% = glycine-bound protein; 340,000 compounds, 2.5% hits; Tm shift relative to glycine control, % at 25 µM;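 active = melting temperature shift of at least 10% of the positive control shift, at one fixed dose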
APOBEC3A inh = inhibitors of human APOBEC3A DNA deaminase. P31941. recombinant A3A, FAM/TAMRA ssDNA deamination fluorescence. inhibition, % at 20 µM. 330,000 compounds, 0.41% hits;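 active = at least 40% inhibition at 20 µM here, with at most 30% in a related deaminase screen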;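 also: plate controls were A3A with DMSO for no effect and wells lacking A3A enzyme for full effect; some results filed as inactive read as strong as hits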
Target sequence (P31941 whole entry, looked up): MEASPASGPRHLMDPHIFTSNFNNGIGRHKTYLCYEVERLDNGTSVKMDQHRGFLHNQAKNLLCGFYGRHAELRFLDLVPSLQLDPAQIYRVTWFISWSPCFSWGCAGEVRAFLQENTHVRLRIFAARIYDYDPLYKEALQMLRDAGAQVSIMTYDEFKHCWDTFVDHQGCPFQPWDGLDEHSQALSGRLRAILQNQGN
hIAP act = increases human intestinal alkaline phosphatase activity | P09923 | purified human IAP, CDP-Star luminescence, 30 min; active compounds read high; 1 = vehicle-only enzyme, 0 = enzyme-free background | activation factor at 10 µM | 330,000 compounds, 0.16% hits | AID 2524;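 active = activation factor of the enzyme at least 2-fold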; also: the source names both 10 and 20 µM as test concentration; values of inactives mirror those of a sister screen read the other way
* marks the source's active call; other numbers are inactive results.

`O=C(CS(=O)(=O)c1cn(Cc2ccc(Cl)cc2)c2ccccc12)N1CCCCC1` gave mIAP activ 1, hIAP block -2, MPTP block 0.2, mIAP block -5, A3G deaminase 4, beta cell repl -3, GRIN3A LBD mod -6, APOBEC3A inh 0 and hIAP act 1.
O=C(c1cc([N+](=O)[O-])ccc1Cl)N1CCN(c2ccccn2)CC1 was read as mIAP activ 1, hIAP block 4, MPTP block -1.4, mIAP block 0, A3G deaminase -6, beta cell repl 3, GRIN3A LBD mod 1, APOBEC3A inh -4 and hIAP act 0.96.
For Cc1ccc(-c2nnc(-c3cccs3)o2)cc1 the results were mIAP activ 0.94, hIAP block 4, MPTP block -0.8, mIAP block 6, A3G deaminase -6, beta cell repl -2, GRIN3A LBD mod 1, APOBEC3A inh 2 and hIAP act 0.96.
CSc1ccc(Cl)c(C(=O)Nc2cc(S(=O)(=O)N3CCOCC3)ccc2N2CCOCC2)c1 was read as mIAP activ 0.97, hIAP block -8, MPTP block 0.6, mIAP block 3, A3G deaminase -8, beta cell repl 6, GRIN3A LBD mod -2, APOBEC3A inh 0 and hIAP act 1.1.
`C[C@H](CO)N1C[C@H](C)[C@@H](CN(C)C(=O)Nc2ccc3c(c2)OCO3)Oc2c(NC(=O)c3ccncc3)cccc2C1=O` gave mIAP activ 1, hIAP block 7, MPTP block 0.2, mIAP block 0, A3G deaminase -5, beta cell repl -3, GRIN3A LBD mod 1, APOBEC3A inh -1 and hIAP act 0.93.
For CC(=O)Nc1ccc(S(=O)(=O)NCC(=O)NCCCc2ccccc2)cc1 the results were mIAP activ 0.98, hIAP block -21, MPTP block 1.0, mIAP block 2, A3G deaminase 0, beta cell repl 1, GRIN3A LBD mod -1, APOBEC3A inh 1 and hIAP act 1.2.
For CCC(=O)c1cn(CC(=O)NCC2CCCO2)c2ccccc12 (stereo unspecified) the results were mIAP activ 1, hIAP block -20, MPTP block 0.2, mIAP block -2, A3G deaminase 1, beta cell repl -3, GRIN3A LBD mod 1, APOBEC3A inh 1 and hIAP act 1.2.
`CCOc1ccccc1NC(=O)CCS(=O)(=O)c1ccc2c(c1)CC(C)N2C(C)=O` (stereo unspecified) gave mIAP activ 0.98, hIAP block -18, MPTP block 0.0, mIAP block 2, A3G deaminase -1, beta cell repl 4, GRIN3A LBD mod -1, APOBEC3A inh 1 and hIAP act 1.2.
COc1ccc2nc(SCCC(=O)O)cc(C)c2c1 was read as mIAP activ 1, hIAP block -12, MPTP block 1.2, mIAP block 0, A3G deaminase -2, beta cell repl 1, GRIN3A LBD mod 1, APOBEC3A inh 0 and hIAP act 1.1.
For CCOc1ccccc1NC(=O)C1CCN(S(=O)(=O)c2c(C)nn(C)c2C)CC1 the results were mIAP activ 0.94, hIAP block -6, MPTP block 0.6, mIAP block 6, A3G deaminase 5, beta cell repl 1, GRIN3A LBD mod 3, APOBEC3A inh 2 and hIAP act 1.1.
Screening Cc1nc2c(C)cccc2c2c1COC2 returned mIAP activ 0.9, hIAP block -4, MPTP block 2.5, mIAP block 10, A3G deaminase -1, beta cell repl -1, GRIN3A LBD mod -1, APOBEC3A inh 2 and hIAP act 1.
For Cc1nc(SCCOc2ccc(F)cc2)c2ccccc2n1 the results were mIAP activ 1.1, hIAP block 2, MPTP block 1.9, mIAP block -13, A3G deaminase 15, beta cell repl -1, GRIN3A LBD mod -2, APOBEC3A inh 51* and hIAP act 0.98.
For Cc1cc2c(Nc3ccc(O)cc3)ncnc2s1 the results were mIAP activ 1, hIAP block -19, MPTP block -0.9, mIAP block -1, A3G deaminase -3, beta cell repl -3, GRIN3A LBD mod -7, APOBEC3A inh -1 and hIAP act 1.2.
Screening N#Cc1ccc(CSc2nnc(-c3ccccn3)n2-c2ccc(Cl)cc2)cc1 returned mIAP activ 0.99, hIAP block -4, MPTP block -0.6, mIAP block 0, A3G deaminase -9, beta cell repl -1, GRIN3A LBD mod 1, APOBEC3A inh -5 and hIAP act 1.
`CN(CC(=O)NC(=O)NC(C)(C)C)CC(=O)Nc1ccccc1Cl` gave mIAP activ 1.1, hIAP block -76, MPTP block -3.5, mIAP block -7, A3G deaminase -9, beta cell repl -4, GRIN3A LBD mod 1, APOBEC3A inh -1 and hIAP act 1.8.
Screening CC(C)C(C)NC(=O)COc1ncnc2sccc12 (stereo unspecified) returned mIAP activ 0.95, hIAP block -6, MPTP block -0.2, mIAP block 5, A3G deaminase -7, beta cell repl 1, GRIN3A LBD mod 0, APOBEC3A inh 1 and hIAP act 1.1.
Screening O=C(CCc1ccccc1)NNC(=O)c1ccccc1C(=O)O returned mIAP activ 1, hIAP block -8, MPTP block -0.5, mIAP block -1, A3G deaminase 0, beta cell repl -2, GRIN3A LBD mod 1, APOBEC3A inh 2 and hIAP act 1.1.
N/C(Cc1ccccc1Sc1ccccc1)=N\O was read as mIAP activ 0.93, hIAP block 3, MPTP block -0.5, mIAP block 7, A3G deaminase -6, beta cell repl 0, GRIN3A LBD mod -3, APOBEC3A inh -1 and hIAP act 0.97.
`CCCCOc1ccc(-c2nnn(CCC(=O)N3CCOCC3)n2)cc1` gave mIAP activ 1, hIAP block -14, MPTP block 1.9, mIAP block 0, A3G deaminase -1, beta cell repl -3, GRIN3A LBD mod 4, APOBEC3A inh -2 and hIAP act 1.1.
`CCOc1ccc(NC(=O)CN2C(=O)COc3ccc(S(=O)(=O)N4CCCC4)cc32)cc1` gave mIAP activ 1.1, hIAP block -13, MPTP block -0.8, mIAP block -6, A3G deaminase -7, beta cell repl -1, GRIN3A LBD mod -1, APOBEC3A inh -3 and hIAP act 1.1.

The closing 2 compounds of the part above are carried over, then new ones follow.
`CCCCOc1ccc(-c2nnn(CCC(=O)N3CCOCC3)n2)cc1` gave mIAP activ 1, hIAP block -14, MPTP block 1.9, mIAP block 0, A3G deaminase -1, beta cell repl -3, GRIN3A LBD mod 4, APOBEC3A inh -2 and hIAP act 1.1.
`CCOc1ccc(NC(=O)CN2C(=O)COc3ccc(S(=O)(=O)N4CCCC4)cc32)cc1` gave mIAP activ 1.1, hIAP block -13, MPTP block -0.8, mIAP block -6, A3G deaminase -7, beta cell repl -1, GRIN3A LBD mod -1, APOBEC3A inh -3 and hIAP act 1.1.
`COc1ccc(CN(CC(O)COc2cccc3[nH]cc(C)c23)C(C)(C)C)cc1` (stereo unspecified) gave mIAP activ 1, hIAP block 16, MPTP block 0.5, mIAP block -2, A3G deaminase -2, beta cell repl -1, GRIN3A LBD mod -2, APOBEC3A inh -2 and hIAP act 0.83.
For CCN(CC)CCn1c(NCc2ccc3c(c2)OCO3)nc2ccccc21 the results were mIAP activ 1.1, hIAP block 3, MPTP block -0.4, mIAP block -12, A3G deaminase -3, beta cell repl -3, GRIN3A LBD mod 1, APOBEC3A inh 0 and hIAP act 0.97.
For CN1CCN(C(=O)c2cc(S(=O)(=O)Nc3ccccc3F)c(Cl)cc2Cl)CC1 the results were mIAP activ 1, hIAP block 6, MPTP block 0.7, mIAP block -2, A3G deaminase 5, beta cell repl 3, GRIN3A LBD mod 0, APOBEC3A inh 3 and hIAP act 0.94.
CCCCn1c(=N)n(CC(=O)C(C)(C)C)c2ccccc21 was read as mIAP activ 1, hIAP block 2, MPTP block -6.3, mIAP block -4, A3G deaminase 0, beta cell repl 0, GRIN3A LBD mod -1, APOBEC3A inh -1 and hIAP act 0.98.
For Clc1ccc(-c2noc3c2-c2nc(Cc4cccc5ccccc45)sc2CC3)cc1 the results were mIAP activ 1, hIAP block 3, MPTP block 0.9, mIAP block -3, A3G deaminase -4, beta cell repl -6, GRIN3A LBD mod -2, APOBEC3A inh 3 and hIAP act 0.97.
`Cc1ccc2cc(C#N)c(SCC(=O)N3CCCc4ccccc43)nc2c1` gave mIAP activ 0.87, hIAP block 21, MPTP block 0.6, mIAP block 13, A3G deaminase -5, beta cell repl -3, GRIN3A LBD mod -1, APOBEC3A inh 0 and hIAP act 0.79.
For O=C(c1cc(COc2ccc(F)cc2Cl)on1)N(CCO)Cc1cccs1 the results were mIAP activ 1, hIAP block -23, MPTP block 1.1, mIAP block -2, A3G deaminase -3, beta cell repl 5, GRIN3A LBD mod -1, APOBEC3A inh -1 and hIAP act 1.2.
`COc1ccc(/C=C/C(=O)Nc2ccccc2C(F)(F)F)cc1` gave mIAP activ 0.95, hIAP block 17, MPTP block -0.7, mIAP block 5, A3G deaminase -10, beta cell repl -3, GRIN3A LBD mod -2, APOBEC3A inh -5 and hIAP act 0.83.
For Cn1c(SCC(=O)NCC2CCCO2)ncc(C(=O)Nc2ccc(F)cc2)c1=O (stereo unspecified) the results were mIAP activ 0.92, hIAP block 14, MPTP block 5.8, mIAP block 8, A3G deaminase -7, beta cell repl -3, GRIN3A LBD mod 0, APOBEC3A inh -3 and hIAP act 0.86.
`COc1cc(CNC2CCCC2)cc(Cl)c1OCc1ccccc1F` gave mIAP activ 0.98, hIAP block 22, MPTP block 5.9, mIAP block 2, A3G deaminase -5, beta cell repl -4, GRIN3A LBD mod 0, APOBEC3A inh -3 and hIAP act 0.78.

A portion from the list above:
For Cn1c(SCC(=O)NCC2CCCO2)ncc(C(=O)Nc2ccc(F)cc2)c1=O (stereo unspecified) the results were mIAP activ 0.92, hIAP block 14, MPTP block 5.8, mIAP block 8, A3G deaminase -7, beta cell repl -3, GRIN3A LBD mod 0, APOBEC3A inh -3 and hIAP act 0.86.
`COc1cc(CNC2CCCC2)cc(Cl)c1OCc1ccccc1F` gave mIAP activ 0.98, hIAP block 22, MPTP block 5.9, mIAP block 2, A3G deaminase -5, beta cell repl -4, GRIN3A LBD mod 0, APOBEC3A inh -3 and hIAP act 0.78.

(cont.)
Screening CCn1c(CN2CCN(C(c3ccccc3)c3ccccc3)CC2)nc2c1c(=O)n(C)c(=O)n2C returned mIAP activ 1.1, hIAP block 3, MPTP block 0.3, mIAP block -8, A3G deaminase -9, beta cell repl 1, GRIN3A LBD mod -2, APOBEC3A inh -4 and hIAP act 0.97.
Screening CCOc1ccccc1OCCOCCOc1ccccc1[N+](=O)[O-] returned mIAP activ 0.98, hIAP block 12, MPTP block -1.1, mIAP block 2, A3G deaminase -5, beta cell repl 2, GRIN3A LBD mod 2, APOBEC3A inh 5 and hIAP act 0.88.
For COc1ccc(C(=O)NCC(=O)OCC(=O)Nc2cccc(S(=O)(=O)N3CCCC3)c2)cc1 the results were mIAP activ 1, hIAP block -7, MPTP block 2.9, mIAP block -1, A3G deaminase 3, beta cell repl -1, GRIN3A LBD mod 0, APOBEC3A inh 1 and hIAP act 1.1.
For CCC(=O)N1CCc2cc(S(=O)(=O)NCCC(=O)NCc3ccccc3OC)ccc21 the results were mIAP activ 1, hIAP block -21, MPTP block -1.0, mIAP block -3, A3G deaminase -3, beta cell repl -2, GRIN3A LBD mod 0, APOBEC3A inh 0 and hIAP act 1.2.
Screening C=CCN(CC=C)C(=O)CN1C(=O)NC(Cc2c[nH]c3ccccc23)C1=O (stereo unspecified) returned mIAP activ 0.94, hIAP block -3, MPTP block 0.5, mIAP block 6, A3G deaminase -7, beta cell repl -4, GRIN3A LBD mod -2, APOBEC3A inh 2 and hIAP act 1.
`O=S(=O)(NCC1CCC(NS(=O)(=O)c2c(F)cccc2F)CC1)c1ccc2c(c1)OCCO2` (stereo unspecified) gave mIAP activ 0.88, hIAP block 4, MPTP block 0.6, mIAP block 12, A3G deaminase -4, beta cell repl -3, GRIN3A LBD mod -6, APOBEC3A inh 1 and hIAP act 0.96.
`CC1(C)CC(NCCN2CCN(C3=CC(=C(C#N)C#N)CC(C)(C)C3)CC2)=CC(=C(C#N)C#N)C1` gave mIAP activ 0.89, hIAP block 22, MPTP block -1.7, mIAP block 12, A3G deaminase -9, beta cell repl -5, GRIN3A LBD mod 0, APOBEC3A inh -4 and hIAP act 0.78.
